BCLXL inh = inhibitors of human Bcl-xL; 0.7% of 320,000 active; inhibition, % at 10.9 µM; GST-Bcl-xL / FITC-Bim BH3 peptide fluorescence polarization; AID 2129; Q07817;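 active = inhibition above the mean of all tested compounds plus 3 SD, cutoff set per campaign, cut at about 30% in these data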;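 note: 0% = DMSO wells and 100% = unlabeled Bim-BH3 peptide competitor; inhibitors lower millipolarization by displacing the labeled peptide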
MCL1 BIM primary = MCL1-BIM-BH3 interaction inhibition (human) | Q07820 | GST-MCL1 / FITC-Bim-BH3 fluorescence polarization | inhibition, % at 10.9 µM | 0.68% of 320,000 active;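 active = inhibition above the mean inhibition of all tested compounds plus 3 SD, set per campaign, cut at about 40% in these data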;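 note: 0% = DMSO wells and 100% = unlabeled Bim-BH3 peptide control; higher means more loss of mP so more displacement of Bim peptide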
Target sequence (Q07820 whole entry, looked up): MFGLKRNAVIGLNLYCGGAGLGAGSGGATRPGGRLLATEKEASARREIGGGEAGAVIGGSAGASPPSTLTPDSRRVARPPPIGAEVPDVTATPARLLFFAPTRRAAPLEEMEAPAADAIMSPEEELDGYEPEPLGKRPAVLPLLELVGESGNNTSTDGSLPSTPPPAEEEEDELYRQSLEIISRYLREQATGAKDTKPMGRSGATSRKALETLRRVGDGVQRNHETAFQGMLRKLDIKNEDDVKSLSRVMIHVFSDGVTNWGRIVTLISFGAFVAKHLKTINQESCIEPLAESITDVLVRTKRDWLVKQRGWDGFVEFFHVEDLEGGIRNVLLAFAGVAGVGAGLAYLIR
VLA-4 inh = inhibition in a human VLA-4 binding assay; P13612; VLA-4 expressing cells, ligand binding flow cytometry; inhibition, % (about 7 µM as worked out from the volumes in the protocol); 0.2% of 330,000 active; AID 2557; in the data active = inhibition above about 50%
GRK2 inh = human GRK2 inhibition via aptamer displacement. P25098. bead flow cytometry, FAM-aptamer displacement from GRK2. inhibition of aptamer binding, % at 10 µM. 0.59% of 330,000 active. AID 488847;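 active = inhibition of aptamer binding above 40%, roughly 3 SD of noise, on plates passing a quality check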;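 note: median bead fluorescence of bound FAM aptamer so fluorescent compounds give negative values; no value below 0 was filed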
AGP1 TOR yeast = modulators of TOR pathway AGP1-GFP in S. cerevisiae; GFP response vs DMSO, % at 10 µM; S. cerevisiae AGP1-GFP multiplex flow cytometry, 3 h; GFP as percent of DMSO wells; 0.02% of 320,000 active; AID 2066;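 active = GFP response relative to DMSO above a set limit, near screen average plus 3 SD, cut at about 150% in these data; inconclusive = fewer than 70 cells counted for the yeast strain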;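 note: median GFP channel fluorescence of the gated AGP1 strain per well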
MEX-5 binding = C. elegans MEX-5 TCR-2 RNA binding activity; 0.38% of 300,000 active; MEX-5/FITC-TCR2 RNA binding, fluorescence polarization; stronger effect = lower value; activity score (negative = inhibition of binding), % at 10 µM; Q9XUB2;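 active = inhibition past about -25% in most replicates, and total fluorescence under double the plate's negative control median, limit read from the data; inconclusive = replicates evenly split on the limit, or fluorescence at least double controls; inactive = too little inhibition in most replicates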;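 note: 0% = DMSO and -100% = 5 µM competing unlabeled TCR2 RNA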
Target sequence (Q9XUB2 whole entry, looked up): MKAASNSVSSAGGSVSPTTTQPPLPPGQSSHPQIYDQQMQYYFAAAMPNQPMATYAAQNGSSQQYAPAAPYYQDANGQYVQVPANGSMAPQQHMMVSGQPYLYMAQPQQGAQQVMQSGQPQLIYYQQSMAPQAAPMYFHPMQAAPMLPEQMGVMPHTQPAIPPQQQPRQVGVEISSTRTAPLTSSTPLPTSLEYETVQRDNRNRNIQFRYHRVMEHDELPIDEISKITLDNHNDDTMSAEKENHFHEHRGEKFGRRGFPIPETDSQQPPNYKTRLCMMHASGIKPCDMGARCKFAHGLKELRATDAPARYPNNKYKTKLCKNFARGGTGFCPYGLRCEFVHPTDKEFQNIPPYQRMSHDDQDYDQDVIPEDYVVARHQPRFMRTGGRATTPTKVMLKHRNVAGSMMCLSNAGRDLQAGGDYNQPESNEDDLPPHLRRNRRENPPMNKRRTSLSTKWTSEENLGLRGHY
Yeast superoxide = caloric restriction mimetics inhibiting age-related superoxide in yeast | S. cerevisiae aged cells, superoxide DHE fluorescence; stronger effect = lower value | 0.18% of 330,000 active | superoxide response (% of plate mean), % at 10 µM;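 active = superoxide response under a set limit, about three screen SD below normal, cut at about 65% in these data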;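 note: yeast aged for seven days with compound at 30 °C before DHE staining; 100% = average MFI of all compound-treated wells on the plate with controls excluded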
CIT2 TOR yeast = alters CIT2-GFP fluorescence in TOR pathway yeast screen; GFP response vs DMSO, % at 10 µM; S. cerevisiae CIT2-GFP strain, flow cytometry, 3 h; 100 means same as DMSO wells; 0.065% of 320,000 active;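 active = GFP response relative to DMSO above a set limit, near the screen mean plus 3 SD, cut at about 150% in these data; inconclusive = Fewer than 70 cells measured for a yeast strain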;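 note: ratio of well median GFP fluorescence to mean of DMSO wells on the plate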
GLD-1 RNA inh = GLD-1-TGE RNA interaction inhibition (C. elegans); inhibition, % at 5.96 µM; purified GLD-1 + fluorescein TGE RNA, fluorescence polarization; 0.44% of 320,000 active;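 active = percent inhibition above a per-plate cutoff, the plate mean of test compounds plus 3 SD, cut at about 30% in these data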;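 note: 0% = DMSO wells with GLD-1 and probe and 100% = wells lacking GLD-1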
Numbers without * were called inactive; ? = inconclusive; · = no result given; [ ] = another dose, or the depositor's remark.

SMILES	BCLXL inh	MCL1 BIM primary	VLA-4 inh	GRK2 inh	AGP1 TOR yeast	MEX-5 binding	Yeast superoxide	CIT2 TOR yeast	GLD-1 RNA inh
COc1ccccc1C(=O)NC(=O)CSc1nnc(C)s1	-0.7	2.1	21.5	1.0	87.3	-3.2	90.4	104.0	5.1
Cc1ccc(-n2c(=S)[nH]c3c(oc4ccccc43)c2=O)cc1C	14.7	10.2	7.6	2.0	97.0	-1.3	80.6	95.5	-0.4
Cc1cccnc1NC1(C(F)(F)F)N=C2SCCN2C1=O (stereo not given)	5.8	2.1	1.3	4.0	109.7	0.6	102.4	92.3	6.7
Cc1nnc(Nc2ccc3c(c2)OCO3)c2ccccc12	2.1	-2.1	2.3	2.0	108.4	1.2	102.6	104.0	2.1
O=C(NCc1ccccc1F)c1cccc(S(=O)(=O)N2CCCCC2)c1	·	·	10.2	0.0	101.8	·	84.1	115.9	4.7
CCOC(=O)c1nn(-c2ccc(F)cc2)cc1O	3.1	4.4	4.7	1.0	95.8	3.1	93.2	91.3	-7.8
COc1ccc(C(=O)CN2Cc3ccccc3C2=N)cc1	3.4	1.0	-0.8	5.0	100.1	0.3	95.1	103.3	7.0
COc1cccc(C2C(C(C)=O)=C(O)C(=O)N2CCNCCO)c1 (stereo not given)	6.6	7.4	9.0	0.0	85.1	-3.2	153.6	93.8	1.7
O=C(NNC(=O)C1CCCN(S(=O)(=O)c2cccc(F)c2)C1)C1CC1 (stereo not given)	3.5	2.5	6.9	0.0	102.3	-3.5	107.3	97.0	4.1
COc1cccc(C(=O)N/N=c2\sc3ccccc3n2C)c1	7.5	7.0	37.4	0.0	96.0	0.2	114.8	97.5	3.2
NC(=O)c1cc(S(=O)(=O)N2CCOCC2)cs1	0.9	2.8	19.0	0.0	101.5	1.8	80.7	103.0	-5.4
COC(=O)c1ccccc1NC(=O)CN1C(=O)CSC1=O	8.7	6.6	-2.8	0.0	106.9	-0.6	94.7	101.7	1.8
Cc1cc2oc(=O)cc(CN3CCCCC3)c2cc1C	6.0	0.1	3.7	33.0	100.7	-0.4	101.8	98.6	0.5
CC(C)CC(=O)N1CCN(C(=O)c2ccc(F)cc2)CC1	3.3	9.2	13.2	0.0	98.1	-0.1	93.6	97.3	2.7
CC(C)n1cc(C(=O)N2CCCC(N3CCN(c4cccc(Cl)c4)CC3)C2)cn1 (stereo not given)	·	·	1.6	0.0	91.2	-0.9	96.7	102.2	·
CCOC(=O)CNc1nc(Cl)nc(Nc2ccc(Cl)cc2)n1	4.8	6.5	-7.2	0.0	105.0	2.9	107.0	101.3	4.2
CCc1ccc2c(CN3CCc4ccccc43)cc(=O)oc2c1	5.2	5.0	5.3	1.0	99.5	2.4	102.2	93.1	-5.3
c1ccc(-c2cn3c4c(sc3n2)CCCC4)cc1	-0.1	5.4	25.3	3.0	88.5	1.1	113.1	90.5	-3.9
COc1ccc(/C=C(\NC(=O)c2ccc(Cl)cc2)C(=O)NCCCN2CCOCC2)cc1OC	-2.2	-4.6	-2.6	0.0	97.3	0.3	94.0	98.5	-2.8
CCN(CC)CCCNC(=O)c1c(O)c2c([nH]c1=O)CCCC2	1.1	4.3	0.8	3.0	106.4	-0.4	93.0	109.3	-3.3
CNc1c(NS(=O)(=O)c2ccc(Br)cc2)c(=O)oc2ccccc12	0.7	-0.5	6.9	0.0	82.9	0.6	103.7	97.5	-6.0
CC(C)(O)P(=O)(O)CCc1ccccc1	4.5	0.9	7.9	1.0	114.2	0.1	102.3	108.8	0.6
CC(C)C(=O)N1CCC(c2nc(-c3ccc(S(=O)(=O)N4CCN(C)CC4)cc3)no2)CC1	10.6	8.4	11.9	1.0	92.6	-1.2	98.0	81.9	2.1
CC1CCCCC12NC(=O)N(CC(=O)Nc1ccc(S(=O)(=O)N3CCOCC3)cc1)C2=O (stereo not given)	-1.4	-12.5	9.1	1.0	90.4	2.9	89.4	107.7	2.6
COc1ccc(NC(=O)c2ccc3c(c2)C(=O)N(Cc2cccnc2)C3=O)c(OC)c1	2.5	8.2	4.1	0.0	96.3	-0.8	116.9	96.9	2.0
CC(C)(C)N(Cc1ccccc1)C(=O)c1ccncc1	5.3	-4.3	7.2	0.0	94.9	0.1	90.0	100.0	2.7
COc1ccc(C(=O)C2CCCN(C(=O)c3n[nH]c4c3CCCC4)C2)cc1OC (stereo not given)	1.9	-4.6	3.2	2.0	90.0	0.0	123.7	92.8	-1.2
COc1cccc(C=NCCCN=Cc2cccc(OC)c2O)c1O	5.6	10.9	14.1	5.0	98.6	-0.4	111.9	105.1	2.9
Cc1ccc(-c2nc(NCc3ccco3)n(S(C)(=O)=O)n2)cc1	3.0	3.8	2.0	3.0	91.1	-5.8	104.3	84.2	-5.0
CCCCn1c(SCC(=O)c2cc(OC)ccc2OC)nc2cc(S(N)(=O)=O)ccc21	0.2	-4.3	-1.8	0.0	101.7	1.8	99.2	103.9	3.0
CCOc1ccc(-c2nnc(-c3snc(-c4ccc(F)cc4)c3N=CN(C)C)o2)cc1	-0.5	3.0	-5.3	1.0	97.7	-1.6	94.0	101.4	-0.4
Cc1nc2ccc(NC(=S)NC3CCCCC3)cc2nc1C	3.9	2.7	44.2	0.0	96.8	-0.6	86.5	78.3	5.0
c1ccc(-c2ccn3nnnc3n2)cc1	4.3	0.1	-6.3	2.0	21.9[may fluoresce violet]	0.7	92.4	?	0.4
N#CC12CCCCC1CC1CCCCC1(C#N)N2Cc1cccnc1 (stereo not given)	7.6	11.1	-0.3	3.0	106.2	1.6	99.3	102.9	-9.0
COc1cc(=O)n(C)c2c(O)cccc12	5.2	8.5	21.9	1.0	97.8	-0.7	111.7	92.0	7.4
CC1(C)Cc2cccc(OCC(=O)NCCc3ccc(S(N)(=O)=O)cc3)c2O1	34.9*	195.4*	7.1	2.0	98.4	·	94.4	103.8	21.2
CN(CC(=O)Nc1cccc(F)c1)C(=O)CSc1ccc(Br)cc1	0.2	-2.7	2.1	0.0	97.4	-1.7	107.0	93.3	5.2
C[C@@H](NC(=O)OC(C)(C)C)C(=O)NCC1CCC(C(=O)N[C@@H](Cc2ccccc2)C(=O)O)CC1 (stereo not given in full)	2.3	6.4	-5.8	0.0	101.8	1.1	99.7	102.9	-2.8
COc1ccc(Cl)cc1C(=O)CSc1nnnn1C1CCCCC1	-9.7	-13.5	-8.6	3.0	97.9	3.2	98.5	106.3	-5.8
O=C(NCCCN1CCCC1=O)c1sc2ccccc2c1Cl	2.0	-0.1	1.8	0.0	90.1	-4.0	106.5	99.3	2.4
COc1cc(-c2nnc3sc(C4CCCCC4)nn23)cc(OC)c1OC	5.5	6.2	2.0	1.0	·	1.0	120.6	?	0.8
CCOC(=O)/C=C/C(=O)OCC(=O)Nc1ccc(Cl)cc1Cl	9.1	6.6	6.8	0.0	98.8	0.6	90.1	90.5	-1.6
CC(C)c1csc(CN2CCC(CCC(=O)NCC3CCCO3)CC2)n1 (stereo not given)	2.2	5.2	-0.1	4.0	96.5	-1.0	106.9	96.5	4.3
CC(c1ccon1)N(C)Cc1cn[nH]c1-c1ccc(-c2ccccc2)cc1 (stereo not given)	-0.4	3.6	8.4	0.0	99.8	0.7	101.6	101.5	1.6
Cc1onc(-c2ccccc2)c1C(=O)N1CCN(S(=O)(=O)c2ccccc2Br)CC1	-1.6	-13.6	11.2	0.0	92.1	-0.4	103.9	95.1	-7.2
O=C(O)c1ccc(S(=O)(=O)NC2CCCCC2)cc1	2.5	8.7	11.1	2.0	104.9	1.5	105.6	95.0	2.0
Cc1nc(S/C(=C/c2ccc(-c3cccc(Cl)c3)o2)C(=O)O)n[nH]1	2.3	-6.3	-79.7	2.0	89.2	-35.3*	106.2	83.6	0.5
COc1ccc(S(=O)(=O)NCc2cccnc2)cc1C	1.0	-1.3	4.0	0.0	98.5	1.4	97.4	101.7	7.1
c1cc(C(c2nnnn2C2CCCCC2)N2CCN3CCCC3C2)ccn1 (stereo not given)	37.4*	38.7	-2.7	0.0	101.7	-5.1	95.7	99.1	27.7
CCOc1ccc(CCNC(=O)COC(=O)c2ccc3c(c2)OCCO3)cc1OCC	-2.5	-4.3	-1.3	0.0	118.0	2.1	103.4	98.3	-0.5
Cc1csc(=O)n1CC(=O)Nc1ccc(S(C)(=O)=O)cc1	·	·	-8.3	4.0	94.3	·	109.4	93.2	1.2
CNCc1cc2ccc(C)cc2[nH]c1=O	0.8	4.3	-15.0	3.0	98.5	1.0	111.3	92.8	-7.8
COc1cccc2cc(C(C)=O)oc12	0.3	-2.9	-26.3	0.0	106.5	-0.7	95.4	106.8	1.3
O=S(=O)(c1ccc(Cl)cc1)c1cnc(-c2cccnc2)nc1-c1ccccc1	5.2	1.1	-6.9	0.0	?	2.2	93.6	?	5.5

By substructure, the entries above containing fluorine
SMILES	BCLXL inh	MCL1 BIM primary	VLA-4 inh	GRK2 inh	AGP1 TOR yeast	MEX-5 binding	Yeast superoxide	CIT2 TOR yeast	GLD-1 RNA inh
Cc1cccnc1NC1(C(F)(F)F)N=C2SCCN2C1=O (stereo not given)	5.8	2.1	1.3	4.0	109.7	0.6	102.4	92.3	6.7
O=C(NCc1ccccc1F)c1cccc(S(=O)(=O)N2CCCCC2)c1	·	·	10.2	0.0	101.8	·	84.1	115.9	4.7
CCOC(=O)c1nn(-c2ccc(F)cc2)cc1O	3.1	4.4	4.7	1.0	95.8	3.1	93.2	91.3	-7.8
O=C(NNC(=O)C1CCCN(S(=O)(=O)c2cccc(F)c2)C1)C1CC1 (stereo not given)	3.5	2.5	6.9	0.0	102.3	-3.5	107.3	97.0	4.1
CC(C)CC(=O)N1CCN(C(=O)c2ccc(F)cc2)CC1	3.3	9.2	13.2	0.0	98.1	-0.1	93.6	97.3	2.7
CCOc1ccc(-c2nnc(-c3snc(-c4ccc(F)cc4)c3N=CN(C)C)o2)cc1	-0.5	3.0	-5.3	1.0	97.7	-1.6	94.0	101.4	-0.4
CN(CC(=O)Nc1cccc(F)c1)C(=O)CSc1ccc(Br)cc1	0.2	-2.7	2.1	0.0	97.4	-1.7	107.0	93.3	5.2
